Compound activity (PubChem)
dFosB act = activators of delta FosB homodimer, primary screen, biochemical, fluorescence polarization, TAMRA-CDK5 oligo, single point; Protein FosB (Mus musculus), P13346; purified delta FosB; percent of positive-control signal above neutral wells; activation, % at 25 µM; 340,000 compounds, 0.99% hits;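 active means mean activation above about 17%, with every replicate also reaching it, limit read from the data, passing the limit was not always enough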;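 further: fluorescence polarization rise as delta FosB binds a TAMRA Cdk5 AP-1 oligo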
PvdQ acylase = P. aeruginosa PvdQ acylase inhibitors, primary screen, biochemical, fluorescence, plate reader and imaging, single point | AID 488965, 2010 | inhibition, % at 10 µM | PvdQ acylase [Pseudomonas aeruginosa LESB58] | purified PvdQ acylase | 340,000 compounds, 0.063% hits; in the data active means inhibition above about 30%, passing the limit was not always enough;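 further: 0% = vehicle neutral wells and 100% = reference inhibitor wells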
NSD2 inh = NSD2 histone methyltransferase inhibitors, primary screen, biochemical, AlphaScreen, single concentration, set 2 | Histone-lysine N-methyltransferase NSD2 (Homo sapiens), O96028 | NSD2 peptide methylation, 120 min | inhibition, % at 12.5 µM | 310,000 compounds, 0.54% hits; in the data active means inhibition above about 50%
CAL PDZ FP-1 = untagged CAL PDZ binding inhibitors, primary screen, biochemical, fluorescence polarization, HTS | purified CAL PDZ, TMR-peptide fluorescence polarization, 1 h | 300,000 compounds, 0.92% hits | AID 602252, 2012 | Golgi-associated PDZ and coiled-coil motif-containing protein (Homo sapiens), Q9HD26 | inhibition, % at 24.9 µM;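 active means mean inhibition of at least 30% with at least half of replicates also reaching 30%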;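 further: 0% = DMSO neutral control and 100% = excess unlabeled competitor peptide PRC23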
CAL PDZ FP-2 = CAL PDZ peptide-binding inhibitors, primary screen, biochemical, fluorescence polarization, Cer-tagged CAL PDZ, HTS; Golgi-associated PDZ and coiled-coil motif-containing protein (Homo sapiens), Q9HD26; purified CAL PDZ, TMR-peptide fluorescence polarization, 1 h; inhibition, % at 20 µM; 330,000 compounds, 0.02% hits; AID 504414, 2011;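 active means highest replicate inhibition of at least 40%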;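 further: plate controls were DMSO neutral control wells for no effect and unlabeled competitor peptide control wells for full effect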
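material = purified tagged CAL PDZ domain construct (CerCALP) | buffer or medium = sodium phosphate/NaCl buffer pH 7.4 with TCEP, IgG, Thesit | reagent = TMR-labelled reporter peptide T*-PRC34 bound in PDZ groove | incubation = 1 h room-temperature incubation prior to read | measured by = fluorescence polarization (mP) | evaluation = percent inhibition from loss of millipolarization | control set = unlabelled peptide and DMSO controls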
SR-BI DiI-HDL act = activators of SR-BI mediated DiI-HDL uptake, primary screen, ldlA[mSR-BI] CHO cells, DiI fluorescence; activation, % at 12.5 µM; 320,000 compounds, 0.096% hits; 3 h; 100 = double the neutral-control signal;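 active means mean replicate activation of at least 60% and every replicate at or above 60%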;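 further: 0% = median plate neutral-control signal and 100% = twice that signal; values of inactives mirror those of a sister screen read the other way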
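material = CHO ldlA[mSR-BI] cells | medium = Ham's F12 with 0.5% BSA, HEPES 25 mM, pH 7.4 | reagent = fluorescent DiI-HDL, 10 µg/mL final | compound dosing = single-point compound dose | incubation = 3 h, 37 °C | measured by = bottom-read fluorescence, 550/595 nm | measure = HDL uptake via cellular fluorescence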
SR-BI HDL uptake = inhibitors of SR-BI mediated HDL lipid uptake, primary screen, ldlA[mSR-BI] cells, fluorescence, single point; 320,000 compounds, 0.96% hits; ldlA[mSR-BI] CHO cells, DiI-HDL uptake fluorescence, 3 h; Scavenger receptor class B member 1 (Mus musculus), Q61009; inhibition, % at 12.5 µM;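 active means mean replicate inhibition of at least 70% and a set share of replicates each scoring 70 or more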;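 further: 0% = median of neutral control wells and 100% = median of positive control wells; values of inactives mirror those of a sister screen read the other way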
Target sequence (Q61009 whole entry, looked up): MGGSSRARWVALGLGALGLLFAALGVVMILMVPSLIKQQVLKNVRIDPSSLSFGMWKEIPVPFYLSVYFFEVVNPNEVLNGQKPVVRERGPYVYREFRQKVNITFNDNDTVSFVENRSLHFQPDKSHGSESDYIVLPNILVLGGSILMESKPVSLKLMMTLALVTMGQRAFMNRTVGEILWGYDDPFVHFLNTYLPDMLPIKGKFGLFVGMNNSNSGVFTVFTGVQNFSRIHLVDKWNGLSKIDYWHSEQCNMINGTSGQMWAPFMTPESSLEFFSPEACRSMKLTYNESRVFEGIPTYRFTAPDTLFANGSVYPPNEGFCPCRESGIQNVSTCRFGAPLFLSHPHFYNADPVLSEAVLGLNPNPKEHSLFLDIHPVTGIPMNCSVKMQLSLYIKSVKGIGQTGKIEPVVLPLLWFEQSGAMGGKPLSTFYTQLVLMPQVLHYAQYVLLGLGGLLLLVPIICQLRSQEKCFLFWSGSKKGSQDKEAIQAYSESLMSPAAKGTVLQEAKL
PfHsp90 set2 = growth inhibition of PfHsp90-expressing yeast, primary screen, antimalarial PfHsp90 inhibitor project, S. cerevisiae, BacTiter-Glo luminescence, single point, set 2; BacTiter-Glo ATP, 48 h; yeast lacking PDR1 and PDR3 efflux regulators; inhibition, % at 9.4 µM; 310,000 compounds, 0.32% hits;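 active means every replicate shows inhibition above about 80%, whatever the replicate mean, limit read from the data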;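 further: 0% = DMSO neutral controls and 100% = 20 µM radicicol positive controls; yeast relying on Plasmodium falciparum Hsp90 in place of its own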
Rtt109 HAT inh = inhibitors of C. albicans Rtt109/Vps75 HAT, primary screen, biochemical, ThioGlo CoA-SH fluorescence, plate reader | Histone acetyltransferase RTT109 (Candida albicans (strain SC5314 / ATCC MYA-2876)), … | purified Rtt109/Vps75, 4 h | inhibition, % at 34.9 µM | 330,000 compounds, 0.16% hits;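 active means inhibition of at least 50% in every replicate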
Target sequence (Q5AAJ8 whole entry, looked up): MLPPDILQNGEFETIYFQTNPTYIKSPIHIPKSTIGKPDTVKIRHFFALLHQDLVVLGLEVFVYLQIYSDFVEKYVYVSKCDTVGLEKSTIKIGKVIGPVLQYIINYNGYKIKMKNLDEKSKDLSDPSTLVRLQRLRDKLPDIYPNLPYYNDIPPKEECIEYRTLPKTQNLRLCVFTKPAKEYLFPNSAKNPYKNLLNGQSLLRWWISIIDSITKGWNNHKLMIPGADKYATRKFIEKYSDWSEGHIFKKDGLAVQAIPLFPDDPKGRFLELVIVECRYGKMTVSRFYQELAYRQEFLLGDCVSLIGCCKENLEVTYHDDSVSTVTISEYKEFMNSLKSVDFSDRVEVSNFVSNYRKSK
MITF TRPM1 HTS = activators of MITF-driven TRPM1 promoter reporter, primary screen, cell-based, SK-MEL-5, luciferase, single point; 300,000 compounds, 0.75% hits; activation, % at 12.5 µM; AID 588334, 2011; SK-MEL-5 TRPM1-promoter luciferase, 24 h; % of positive control, neutral wells = 0;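 active means mean activation of at least 80% with every replicate also reaching 80%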;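 further: 0% = neutral control wells and 100% = parthenolide positive control wells; values of inactives mirror those of a sister screen read the other way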
* hit, by the source's call.

What do the screens show for `COc1ccc(-c2ccc(C(c3c(C)[nH][nH]c3=O)c3c(C)[nH][nH]c3=O)o2)c([N+](=O)[O-])c1`?
dFosB act: -2; PvdQ acylase: -9; NSD2 inh: 124*; CAL PDZ FP-1: 5; CAL PDZ FP-2: 0.3; SR-BI DiI-HDL act: 11; SR-BI HDL uptake: -11; PfHsp90 set2: 15; Rtt109 HAT inh: -8; MITF TRPM1 HTS: 0

Results for NC(=O)C1CCCN(C(=O)c2cccc(S(=O)(=O)N3CCCCCC3)c2)C1 (stereo unspecified) ?
dFosB act: -1; PvdQ acylase: -3; NSD2 inh: 1; CAL PDZ FP-1: -8; CAL PDZ FP-2: -0.2; SR-BI DiI-HDL act: 35; SR-BI HDL uptake: -35; PfHsp90 set2: 0; Rtt109 HAT inh: -2; MITF TRPM1 HTS: 3

How did CCOCCCNC(=O)C1CCCN1C(=O)NC1CCCCC1 (stereo unspecified) do in these assays?
dFosB act: 5; PvdQ acylase: 2; NSD2 inh: -5; CAL PDZ FP-1: -1; CAL PDZ FP-2: -1.1; SR-BI DiI-HDL act: 23; SR-BI HDL uptake: -23; PfHsp90 set2: -6; Rtt109 HAT inh: -2; MITF TRPM1 HTS: 1

What do the screens show for `O=C(CCN1C(=O)C2C3CCC(C3)C2C1=O)Nc1ccccc1Cl` (stereo unspecified)?
dFosB act: -2; PvdQ acylase: -6; NSD2 inh: -2; CAL PDZ FP-1: 0; CAL PDZ FP-2: -1.4; SR-BI DiI-HDL act: 12; SR-BI HDL uptake: -12; PfHsp90 set2: -9; Rtt109 HAT inh: -6; MITF TRPM1 HTS: 16

Results for CC(C)(C)C(=O)Nc1nnc(COc2ccc(Cl)cc2)s1 ?
dFosB act: -12; PvdQ acylase: 3; NSD2 inh: 12; CAL PDZ FP-1: -8; CAL PDZ FP-2: -0.5; SR-BI DiI-HDL act: 2; SR-BI HDL uptake: -2; PfHsp90 set2: -2; Rtt109 HAT inh: -4; MITF TRPM1 HTS: 5

What do the screens show for `Cc1ccnc(NC(=O)c2cccc(S(=O)(=O)N3CCOCC3)c2)c1`?
dFosB act: -5; PvdQ acylase: -6; NSD2 inh: 0; CAL PDZ FP-1: 1; CAL PDZ FP-2: -2.0; SR-BI DiI-HDL act: -1; SR-BI HDL uptake: 1; PfHsp90 set2: 11; Rtt109 HAT inh: -4; MITF TRPM1 HTS: 2

What do the screens show for `OCCNc1nc(Nc2cc(Cl)ccc2OC2CCCC2)nc(N2CCCC2)n1`?
dFosB act: -6; PvdQ acylase: -16; CAL PDZ FP-1: -2; CAL PDZ FP-2: -1.2; SR-BI DiI-HDL act: -29; SR-BI HDL uptake: 29; PfHsp90 set2: 7; Rtt109 HAT inh: -2; MITF TRPM1 HTS: 22

Results for CCC(=O)Nc1ccccc1C(=O)OCC(=O)Nc1ccc(S(N)(=O)=O)cc1 ?
dFosB act: 0; PvdQ acylase: -16; NSD2 inh: -1; CAL PDZ FP-2: -4.5; SR-BI DiI-HDL act: -10; SR-BI HDL uptake: 10; Rtt109 HAT inh: -10; MITF TRPM1 HTS: -6

What do the screens show for `CC(C)c1ccc(O)c(NC(=O)c2cncc(Br)c2)c1`?
dFosB act: -1; PvdQ acylase: 2; NSD2 inh: -1; CAL PDZ FP-1: 2; CAL PDZ FP-2: 0.8; SR-BI DiI-HDL act: -5; SR-BI HDL uptake: 5; PfHsp90 set2: -2; Rtt109 HAT inh: -6

How did Nc1ccc2c(c1)C(O)c1cccc(C(=O)O)c1-2 (stereo unspecified) do in these assays?
dFosB act: -1; PvdQ acylase: -7; NSD2 inh: 3; CAL PDZ FP-1: -8; CAL PDZ FP-2: -1.1; SR-BI DiI-HDL act: -1; SR-BI HDL uptake: 1; PfHsp90 set2: 27; Rtt109 HAT inh: 5; MITF TRPM1 HTS: 0

Results for Cc1ccc(S(=O)(=O)NCC(=O)NC2CC2)cc1 ?
dFosB act: -1; PvdQ acylase: -4; CAL PDZ FP-1: -4; CAL PDZ FP-2: -2.0; SR-BI DiI-HDL act: 21; SR-BI HDL uptake: -21; PfHsp90 set2: -1; Rtt109 HAT inh: -7; MITF TRPM1 HTS: -11

How did COc1cccc(-n2c(=O)c3sccc3n(CC(=O)NC3CCCCC3)c2=O)c1 do in these assays?
dFosB act: 0; PvdQ acylase: 8; CAL PDZ FP-1: 3; CAL PDZ FP-2: -2.2; PfHsp90 set2: -3; Rtt109 HAT inh: 10; MITF TRPM1 HTS: -9

Results for Oc1ccc(/C=N/Nc2ncnc3nc[nH]c23)cc1 ?
dFosB act: 1; PvdQ acylase: -10; NSD2 inh: 1; CAL PDZ FP-1: 2; CAL PDZ FP-2: 0.7; PfHsp90 set2: 16; Rtt109 HAT inh: 12; MITF TRPM1 HTS: -2

What do the screens show for `Cc1ccc(C(=O)O[C@H](C(=O)O)[C@H](OC(=O)c2ccc(C)cc2)C(=O)O)cc1`?
dFosB act: -3; PvdQ acylase: -5; NSD2 inh: 2; CAL PDZ FP-1: 2; CAL PDZ FP-2: 1.6; SR-BI DiI-HDL act: 19; SR-BI HDL uptake: -19; PfHsp90 set2: 0; Rtt109 HAT inh: -12; MITF TRPM1 HTS: -5

Results for Cc1ccc2nc(NC(=O)Cc3cccs3)sc2c1 ?
dFosB act: -1; PvdQ acylase: -20; NSD2 inh: -1; CAL PDZ FP-1: -1; CAL PDZ FP-2: -2.6; SR-BI DiI-HDL act: -9; SR-BI HDL uptake: 9; PfHsp90 set2: 4; Rtt109 HAT inh: 8; MITF TRPM1 HTS: 47

How did COc1cccc(NC(=O)Nc2ccc3c(c2)N(C)C(=O)CS3)c1 do in these assays?
dFosB act: -5; PvdQ acylase: -10; NSD2 inh: 3; CAL PDZ FP-1: -3; CAL PDZ FP-2: -0.4; SR-BI DiI-HDL act: -47; SR-BI HDL uptake: 47; Rtt109 HAT inh: 11

What do the screens show for `Nc1nnc(SCC(=O)NNC(=O)c2ccc(Cl)cc2)s1`?
dFosB act: 6; PvdQ acylase: 6; NSD2 inh: -2; CAL PDZ FP-1: 0; CAL PDZ FP-2: -0.5; SR-BI DiI-HDL act: 16; SR-BI HDL uptake: -16; PfHsp90 set2: 31; Rtt109 HAT inh: 13; MITF TRPM1 HTS: -2

How did CCn1c(CCNC(=O)c2ccc(Cl)cc2Cl)n[nH]c1=S do in these assays?
dFosB act: -3; PvdQ acylase: 1; NSD2 inh: 6; CAL PDZ FP-1: -1; CAL PDZ FP-2: -0.6; SR-BI DiI-HDL act: 13; SR-BI HDL uptake: -13; PfHsp90 set2: -10; Rtt109 HAT inh: 0; MITF TRPM1 HTS: 1

Results for COc1ccccc1-n1c(CNC(=O)c2ccc(S(=O)(=O)N3CCOCC3)cc2)n[nH]c1=S ?
dFosB act: 5; PvdQ acylase: -1; NSD2 inh: -1; CAL PDZ FP-1: -2; CAL PDZ FP-2: -1.3; SR-BI DiI-HDL act: 8; SR-BI HDL uptake: -8; Rtt109 HAT inh: 28; MITF TRPM1 HTS: 9

What do the screens show for `CCOC(=O)NC(=O)/C(C=Nc1ccc(Cl)c(Cl)c1Cl)=C(\C)O`?
dFosB act: -1; PvdQ acylase: 6; NSD2 inh: -1; CAL PDZ FP-1: -1; CAL PDZ FP-2: -2.7; SR-BI DiI-HDL act: -19; SR-BI HDL uptake: 19; PfHsp90 set2: 11; Rtt109 HAT inh: 6; MITF TRPM1 HTS: 6

How did O=C(NCc1ccncc1)Nc1ccccc1Cl do in these assays?
dFosB act: 2; PvdQ acylase: -17; NSD2 inh: -3; CAL PDZ FP-1: -2; CAL PDZ FP-2: -1.1; SR-BI DiI-HDL act: -9; SR-BI HDL uptake: 9; PfHsp90 set2: 58; Rtt109 HAT inh: 0; MITF TRPM1 HTS: -13

Results for O=C1NC(CCO)C(=O)NC1CCO (stereo unspecified) ?
dFosB act: 0; PvdQ acylase: -18; NSD2 inh: -1; CAL PDZ FP-2: 0.7; SR-BI DiI-HDL act: -10; SR-BI HDL uptake: 10; Rtt109 HAT inh: -1; MITF TRPM1 HTS: 20

How did COc1ccc(NS(=O)(=O)c2cc(NC(=O)COc3ccccc3)ccc2N2CCOCC2)cc1 do in these assays?
dFosB act: -4; PvdQ acylase: -12; NSD2 inh: 60*; CAL PDZ FP-1: -4; CAL PDZ FP-2: -1.8; SR-BI DiI-HDL act: -25; SR-BI HDL uptake: 25; PfHsp90 set2: 1; Rtt109 HAT inh: 5; MITF TRPM1 HTS: -2

Results for CCOC(=O)C1Nc2ccc(C(=O)O)cc2C2C=CCC12 (stereo unspecified) ?
dFosB act: -6; PvdQ acylase: -13; NSD2 inh: 100*; CAL PDZ FP-1: 44*; SR-BI DiI-HDL act: 0; SR-BI HDL uptake: 0; PfHsp90 set2: 3; Rtt109 HAT inh: -1; MITF TRPM1 HTS: -13

How did COc1ccc(C(=O)NCCC(C)C)cc1S(=O)(=O)N1CCOCC1 do in these assays?
dFosB act: -3; PvdQ acylase: -5; NSD2 inh: -1; CAL PDZ FP-1: 2; CAL PDZ FP-2: -0.5; SR-BI DiI-HDL act: -9; SR-BI HDL uptake: 9; PfHsp90 set2: -13; Rtt109 HAT inh: 5

How did Cc1cccc(C)c1NC(=O)Cn1c(=O)c2cccn2c2ccccc21 do in these assays?
dFosB act: 29*; PvdQ acylase: -7; NSD2 inh: 3; CAL PDZ FP-1: -4; CAL PDZ FP-2: 0.3; SR-BI DiI-HDL act: 2; SR-BI HDL uptake: -2; PfHsp90 set2: -9; Rtt109 HAT inh: 0; MITF TRPM1 HTS: 6

What do the screens show for `COCC(C)NC(C(=O)Nc1ccc(Cl)c([N+](=O)[O-])c1)c1ccccc1` (stereo unspecified)?
dFosB act: 4; PvdQ acylase: 22; NSD2 inh: -2; CAL PDZ FP-1: 2; CAL PDZ FP-2: 0.3; SR-BI DiI-HDL act: -23; SR-BI HDL uptake: 23; Rtt109 HAT inh: -12; MITF TRPM1 HTS: -7
